Screens as filed in PubChem.
MrgX1 antag: blocks BAM8-22 activation of human MrgX1 receptor; Q96LB2; MRGX1-HEK293 calcium flux, Fluo-4, BAM8-22 antagonism; active compounds read low; B-score at 10 µM; 1.3% of 310,000 active; AID 588676;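 active means calcium-response B-score plate-corrected more than 3 library SD below zero, starting fluorescence within 5 deviations, no agonist response on first addition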;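 further: peak minus trough fluorescence over baseline after final BAM8-22 challenge near maximal dose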
Target sequence (Q96LB2 whole entry, looked up): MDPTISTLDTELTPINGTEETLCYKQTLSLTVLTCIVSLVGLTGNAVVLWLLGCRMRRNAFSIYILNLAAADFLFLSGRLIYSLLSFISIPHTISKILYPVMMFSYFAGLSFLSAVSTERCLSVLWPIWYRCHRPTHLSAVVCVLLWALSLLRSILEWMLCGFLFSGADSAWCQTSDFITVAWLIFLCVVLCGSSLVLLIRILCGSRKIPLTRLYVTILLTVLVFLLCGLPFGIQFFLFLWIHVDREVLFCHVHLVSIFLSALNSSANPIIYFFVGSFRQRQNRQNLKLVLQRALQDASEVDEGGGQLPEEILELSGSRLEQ
TRPC4 PAM: allosterically enhances the mouse TRPC4 cation channel. Q9QUQ5. AID 2227. HEK293 TRPC4beta/mu-opioid, DAMGO EC20, Fluo-4 Ca2+ flux; active compounds read high. B-score at 10 µM. 0.42% of 310,000 active;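 active means B-score of calcium response area above 5 SD of library B-scores, with initial fluorescence ratio within 5 SD of library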;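 further: B-score of integrated fluorescence ratio over time as area under calcium response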
aSyn UTR inh: 5' untranslated region of α-synuclein, MLPCN primary screen; AID 1813; alpha-synuclein 5'UTR reporter, inhibitor activity; inhibition, % (tested at 7.5 µM); 0.82% of 300,000 active; in the data active means inhibition above about 60%;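 further: H4 neuroglioblastoma cells stably carrying SNCA 5'UTR luciferase fusion; 0% = DMSO wells and 100% = positive control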
TRPC4 block: TRPC4 (mouse) channel inhibition | Q9QUQ5 | HEK293 TRPC4beta/mu-opioid, DAMGO-evoked Fluo4 calcium flux; active compounds read low | B-score at 10 µM | 0.39% of 300,000 active;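 active means B-score over 3 SD under the library average, no early fluorescence shift, positive overall ratio signal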
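System: stable TRPC4beta/mu-opioid receptor HEK293 cells; Dosing: single-point compound dosing; Measured by: Fluo4 Ca2+ flux fluorescence; Read-out basis: per-well B score of integrated baseline-normalized Fluo4 ratio.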
KLF5 inh: inhibitors of KLF5 expression | AID 1700 | DLD-1 KLF5 promoter-luciferase reporter, luminescence | inhibition, % at 5 µM | 0.23% of 290,000 active;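 active means inhibition above a per-plate limit of that plate's mean compound inhibition plus 3 SD, cut at about 60% in these data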;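 further: 0% = DMSO wells and 100% = LY294002 at 200 µM; higher means less KLF5 promoter-driven luciferase light; inactives centre near -14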
SKKanGAS inh: inhibitors of SKKanGAS S. pyogenes growth in kanamycin (SK-promoter or general growth effect). inhibition, % at 7.5 µM. 1.3% of 300,000 active. BacTiter-Glo, 6 h;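 active means mean replicate score, as percent of positive control median, at least 50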;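 further: strain carries kanamycin resistance gene driven by streptokinase promoter and grows in 40 µg/ml kanamycin; loss of luminescence reflects streptokinase promoter inhibition or plain growth inhibition; 0% = median of DMSO wells and 100% = positive control at its reference dose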
IEC-6 tox: IEC-6 cytotoxicity, counter-screen for KLF5 inhibitors; luminescence viability; AID 1825; inhibition, % at 5 µM; 0.78% of 290,000 active; in the data active means inhibition above about 22%;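 further: 0% = plate median of test compound wells and 100% = cytotoxic reference compound wells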
HIF act: HIF pathway transcriptional activation; U2OS HRE-luciferase reporter, luminescence; normalized: DMSO 0%, desferrioxamine 100%; activation, % at 7.5 µM (by protocol); 0.32% of 300,000 active;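 active means mean activation of at least 10% of the iron chelator positive control signal, with at least half of replicates also reaching 10%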
TRPC6 inh: inhibitors of mouse TRPC6 channel | Q61143 | HEK293-TRPC6, membrane potential dye, ACh-evoked depolarization; active compounds read low | B-score at 10 µM | 1.1% of 310,000 active | AID 2553;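 active means B-score under library mean minus 3 SD, initial fluorescence not abnormally high, positive integrated signal ratio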;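 further: B-score derived from integrated fluorescence ratio over the kinetic read; more negative B-score means stronger inhibition of depolarization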
TRPC4 act: activators of mouse TRPC4 channel; Q9QUQ5; HEK293 TRPC4beta/mu-opioid, Fluo4 calcium fluorescence; active compounds read high; B-score at 10 µM; AID 2237; 0.49% of 310,000 active;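 active means B-score above 5 SD of library B-scores, and initial fluorescence ratio not above library mean plus 5 SD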;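 further: positive B-score marks a calcium rise read as TRPC4 activation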
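system = HEK293 cells stably co-expressing mouse TRPC4beta and mu-opioid receptor | schedule = Fluo4 dye loading 45 min at room temperature, 110 s recording | measure = B-scored integrated calcium fluorescence ratio | signal = Fluo4 calcium-sensitive dye fluorescence, kinetic, 1 Hz baseline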
TRPC6 activator: activates the mouse TRPC6 cation channel. 0.13% of 310,000 active. Q61143. B-score at 10 µM. HEK293-TRPC6 membrane potential dye fluorescence; active compounds read high;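 active means B-score of the integrated fluorescence ratio above library mean plus 3 SD, and starting fluorescence ratio within library mean plus 5 SD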;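 further: higher score means more depolarization so channel activation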
* marks the source's active call; other numbers are inactive results; i = inactive; · = not tested or not shown.

Fields – TRPC4 act, MrgX1 antag, HIF act, aSyn UTR inh, KLF5 inh, TRPC6 activator, TRPC4 PAM, SKKanGAS inh, IEC-6 tox, TRPC4 block, TRPC6 inh
O=C1NCCN1C(=O)c1ccccc1F
→ i, i, 0.1, 8, -6, i, i, 1, -10, i, i
O=C(c1ccc(F)cc1)n1ccc(-c2cnc(-c3ccccc3)s2)n1
→ i, i, 3.2, -124, -115, i, i, 0, -5, i, i
CC(C)CNC(=O)COC(=O)c1ccccc1OCC(=O)Nc1ccc(Br)cc1
→ i, i, -0.2, 2, 3, i, i, 6, -3, i, i
COCCn1c(N)c(N(Cc2ccccc2)C(=O)C2=COCCO2)c(=O)[nH]c1=O
→ i, i, 0.0, 0, -14, i, i, -13, 0, i, i
CCOC(=O)C(NCc1ccco1)(NC(=O)c1ccccc1)C(F)(F)F (stereo not drawn)
→ i, i, 0.0, -6, -21, i, i, -1, 2, i, i
O=C(Nc1ccccc1C(=O)NC(Cc1ccccc1)C(=O)NC1CCCCC1)c1ccccc1 (stereo not drawn)
→ i, i, -0.5, 9, 0, i, i, 4, -6, i, i
COc1cc2c(cc1NC(=S)Nc1cccc(C)c1)oc1ccccc12
→ i, i, 0.5, -124, -22, i, i, -9, 4, i, i
O=C(CN(C(=O)c1csnn1)c1ccccc1Cl)NC1CCCC1
→ i, i, -0.3, 7, -11, i, i, -1, -1, i, i
CCn1nc(NC(=O)c2ccncc2)c2cc3cccc(C)c3nc21
→ i, i, 0.3, 16, -26, i, i, -6, -3, i, i
CCC(C)(C(=O)NC1CCCCC1)N(Cc1cccs1)C(=O)c1ccc(=O)[nH]c1 (stereo not drawn)
→ i, i, -0.6, -6, 2, i, i, 0, -1, i, i
c1ccc(-c2ccc3ccccc3n2)cc1
→ i, i, 3.8, -191, ·, i, i, -2, ·, i, i
COc1ccc(CCNC(=O)c2cccs2)cc1OC
→ i, i, -0.8, 12, -2, i, i, -2, 4, i, i
COc1ccc(CCNC(=O)COc2nncc3ccccc23)cc1
→ i, i, -0.5, 5, 3, i, i, -8, -2, i, i
COC(=O)CSc1nc(-c2ccccc2)nc2ccc(F)cc12
→ i, i, 0.3, -22, 10, i, i, -13, -4, i, i
CC(=O)N1CCc2cc(S(=O)(=O)CCC(=O)NCc3ccc(C)o3)ccc21
→ i, i, -0.8, -14, -20, i, i, -6, -4, i, i

Limited to IEC-6 tox, TRPC6 activator and TRPC4 PAM, for two of the compounds above:
Molecule	IEC-6 tox	TRPC6 activator	TRPC4 PAM
COC(=O)CSc1nc(-c2ccccc2)nc2ccc(F)cc12	-4	i	i
CC(=O)N1CCc2cc(S(=O)(=O)CCC(=O)NCc3ccc(C)o3)ccc21	-4	i	i

The listing picks up; the 5 compounds before the break are reprinted first.
Fields – TRPC4 act, MrgX1 antag, HIF act, aSyn UTR inh, KLF5 inh, TRPC6 activator, TRPC4 PAM, SKKanGAS inh, IEC-6 tox, TRPC4 block, TRPC6 inh
c1ccc(-c2ccc3ccccc3n2)cc1
→ i, i, 3.8, -191, ·, i, i, -2, ·, i, i
COc1ccc(CCNC(=O)c2cccs2)cc1OC
→ i, i, -0.8, 12, -2, i, i, -2, 4, i, i
COc1ccc(CCNC(=O)COc2nncc3ccccc23)cc1
→ i, i, -0.5, 5, 3, i, i, -8, -2, i, i
COC(=O)CSc1nc(-c2ccccc2)nc2ccc(F)cc12
→ i, i, 0.3, -22, 10, i, i, -13, -4, i, i
CC(=O)N1CCc2cc(S(=O)(=O)CCC(=O)NCc3ccc(C)o3)ccc21
→ i, i, -0.8, -14, -20, i, i, -6, -4, i, i
CCn1c(C(O)c2ccccc2)nc2ccccc21 (stereo not drawn)
→ i, i, 0.3, 16, 6, i, i, -10, -4, i, i
O=C(NCCO)C(=O)NCC(c1ccc2c(c1)OCO2)N1CCN(c2ccc(F)cc2)CC1 (stereo not drawn)
→ i, i, 0.8, -10, -20, i, i, 1, -2, i, i
CCOC(=O)C1CCN(C(=O)c2ccc(Cl)c(S(=O)(=O)N3CCCC3)c2)CC1
→ i, i, 1.2, 10, -17, i, i, -1, -4, i, i
Cn1c(=O)cc(SCC(=O)NCc2ccc(F)cc2)c2ccccc21
→ i, i, -0.1, -2, -12, i, i, -2, 6, i, i
COc1cc(NC(=O)CSc2nnnn2C2CCCC2)cc(OC)c1
→ i, i, 0.3, 9, -14, i, i, -2, 1, i, i
CC/C=C\[C@H](O)[C@H](O)C1=C(C)C(=O)[C@]2(O1)C(=O)N[C@@](OC)(C(=O)c1ccccc1)C2O (stereo partly drawn)
→ i, i, 0.5, -8, -8, i, i, 4, 0, i, i
CCn1c(SCc2nc3ccccc3c(=O)[nH]2)nnc1-c1ccncc1
→ i, i, -0.4, -2, -11, i, i, 8, -2, i, i
COc1ccc(S(=O)(=O)N2CCCCCC2)cc1NC(=O)CN1C(=O)NC(C)(c2ccccc2)C1=O (stereo not drawn)
→ i, i, -0.9, 0, ·, i, i, 29, ·, i, i
CCN(CC)c1nc(N2CCN(CCO)CC2)nc2ccccc12
→ i, i, 1.0, -5, -65, i, i, -14, 5, i, i
O=S(=O)(NC1=NCCC1)c1cccc(NC(=S)NCCc2ccccc2)c1
→ i, i, 0.1, -9, -18, i, i, 0, 1, i, i
CCCn1c(=O)c2ccccc2n2c(SC(C)C(N)=O)nnc12 (stereo not drawn)
→ i, i, 0.8, -2, -2, i, i, -10, -2, i, i
CCOCCCNC(=O)CN1C(=O)COc2ccc(S(=O)(=O)N3CCOCC3)cc21
→ i, i, 0.0, -7, 1, i, i, -4, 4, i, i
O=C(CCC(=O)N1CCN(c2ccc(F)cc2)CC1)c1ccc(Cl)cc1
→ i, i, 0.3, 14, -5, i, i, 0, -1, i, i
COc1ccc(C2C3=C(CC(C)(C)CC3=O)Nc3c2c(=O)[nH]c2nc(C)nn32)cc1 (stereo not drawn)
→ i, i, 0.0, -4, -6, i, i, -11, -11, i, i
CCOc1c2ccc(C(=O)NCc3ccc(OC)cc3)cc2nn1CCOC
→ i, i, 0.1, 15, -31, i, i, -2, -4, i, i
CCOc1ccc(C2NC(=O)CCC2[N+](=O)[O-])cc1 (stereo not drawn)
→ i, i, 0.9, -1, -18, i, i, 5, -2, i, i
COc1ccc(C2C(C(=O)N3CCOCC3)CCC(=O)N2c2cc(OC)c(OC)c(OC)c2)cc1 (stereo not drawn)
→ i, i, -0.2, -18, -3, i, i, 7, 6, i, i
Cc1ccc(NCc2nnc(SCC(=O)O)n2Cc2ccccc2)cc1Cl
→ i, i, -0.1, 14, -24, i, i, -1, 10, i, i
Cc1occc1C(=O)NNC(=S)Nc1ccccc1
→ i, i, 2.3, -88, -152, i, i, 2, -5, i, i
NS(=O)(=O)c1ccc(CCNC(=O)CN2CCN(Cc3cccc4ccccc34)CC2)cc1
→ i, i, 0.2, 13, -43, i, i, -9, -1, i, i
COc1cc(NC(=O)c2cc(C)nc3ccccc23)cc(OC)c1OC
→ i, i, -0.5, -4, 1, i, i, ·, 4, i, i
COc1ccc(CNC(=O)c2ccc(N3CCC4(CC3)CC(c3ccc(Cl)cc3)=NO4)c([N+](=O)[O-])c2)cc1
→ i, i, 1.1, 12, ·, i, i, 15, ·, i, i
CCOc1ccc2nc(C(C)O)[nH]c2c1 (stereo not drawn)
→ i, i, -0.2, 4, -25, i, i, 1, -4, i, i
COc1cccc(Cn2cc(-c3cccc(C(F)(F)F)c3)nn2)c1
→ i, i, 0.7, 3, -20, i, i, 7, -11, i, i
Cc1cccc(OCC(=O)Nc2ccc3c(c2)nc(CCN2CCCCC2)n3C)c1
→ i, i, 0.7, 14, -9, i, i, -4, 0, i, i
COc1ccc(C(=O)Nc2ccc3nc(C)sc3c2)cc1OC
→ i, i, 1.9, -101, -32, i, i, 3, 1, i, i
COC(=O)c1ccc2nc(NC(=O)CCS(=O)(=O)c3ccccc3)sc2c1
→ i, i, 0.3, 21, -6, i, i, 10, 7, i, i
O=C(Nc1ccc(F)cc1F)c1cc2ccccc2oc1=O
→ i, i, 3.3, -156, -181, i, i, -1, 3, i, i
COc1ccc(S(=O)(=O)Nc2nc3ccccc3nc2NCc2ccc3c(c2)OCO3)cc1
→ i, i, 0.1, 8, -4, i, i, 13, -3, i, i
Cn1c(COc2ccccc2)nnc1SCC(=O)Nc1ccc(N2CCOCC2)cc1
→ i, i, -0.2, -18, -4, i, i, -1, -6, i, i
NS(=O)(=O)c1ccc(CNC(=O)/C=C/c2cccc([N+](=O)[O-])c2)cc1
→ i, i, ·, -2, -22, i, i, 3, 0, i, i
CCOc1ccc(OCc2ccc(C(=O)O)o2)cc1
→ i, i, -1.3, -87, -84, i, i, 1, -5, i, i
Cc1n[nH]c(C)c1-c1nc2ccccc2[nH]1
→ i, i, 0.7, -14, -12, i, i, 1, -5, i, i
O=Cc1c(N2CCN(c3ccccc3)CC2)nc2ccccn2c1=O
→ i, i, 2.0, -86, -50, i, i, -7, 0, i, i
Cc1ccc2nc(-c3ccc(NC(=S)NC4CC(C)(C)NC(C)(C)C4)cc3)sc2c1
→ i, i, -6.9, 121*, -128, i, i, 58*, 4, i, i
CCN(CC(=O)Nc1ccc(OC)cc1)C(=O)COc1cccc2c1OC(C)(C)C2
→ i, i, -0.6, 10, ·, i, i, -12, ·, i, i
CN(CC(O)COCc1ccccc1F)C1CCCCC1 (stereo not drawn)
→ i, i, 1.5, -11, -5, i, i, -5, 1, i, i
CCOC(=O)CCC(NC(=O)CCCCC(=O)NC(CCC(=O)OCC)C(=O)OCC)C(=O)OCC (stereo not drawn)
→ i, i, -1.1, 10, 17, i, i, 0, -6, i, i
O=C1/C(=C\c2cccnc2)CN(Cc2ccccc2)C/C1=C\c1cccnc1
→ i, i, -2.4, 12, -1, i, i, -7, 0, i, i
COc1ccc(C(=O)N2CCN=C2SCc2cccnc2)cc1OC
→ i, i, ·, 0, -25, i, i, -1, 1, i, i
COc1ccc(CCNC(=O)c2cnc3n(c2=O)CCS3)cc1OC
→ i, i, -0.5, 5, 0, i, i, -4, 2, i, i
COc1ccccc1OCc1nn[nH]n1
→ i, i, 0.1, 4, -9, i, i, 3, -1, i, i
Cn1cc(/C=C2/SC(=O)N(CC(=O)Nc3ccc4c(c3)OCO4)C2=O)c2ccccc21
→ i, i, -0.4, 16, -12, i, i, 0, 0, i, i
CCN1CCCC1CNC(=O)c1cc2c(OC)cccc2[nH]1 (stereo not drawn)
→ 154*, i, -7.9, -3, -55, i, i, -5, 8, i, i
